Compound activity: PubChem, several laboratories
Wee1 stabilizer – human Wee1 degradation inhibition, primary screen; P30291; 220,000 tested, 1.2% active; reporter increase, % at 5 µM; HeLa Luc-Wee1K328M stability, luciferase luminescence; 100% = proteasome inhibitor MG132 effect; AID 1321;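 active = activation above the mean of all tested compounds plus 3 SD, set per screening run, cut at about 8.8% in these data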;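 also: cells exposed to compound for 20 h before luminescence read; 0% = DMSO alone and 100% = MG132 at 30 µM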
Furin inhibitor – blocks human furin protease activity. 220,000 tested, 0.061% active. P09958. inhibition, % at 30 µM. AID 463115. purified furin, fluorogenic substrate cleavage; in the data active = inhibition above about 25%; also: inactives centre near -15
PERK inh – inhibitors of human PERK kinase; inhibition, % at 5.6 µM; 220,000 tested, 0.17% active; AID 1416; Q9NZJ5; CHO PERK-DD fusion, SEAP luminescence translation reporter;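 active = inhibition above the mean inhibition of all tested compounds plus 3 SD, set separately per screening campaign, cut at about 2.9% in these data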;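 also: PERK kinase domain activated by AP20187 dimerizer at 100 nM; 0% = DMSO with dimerizer and 100% = rapamycin at 8.4 µM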
Cl transport mod – modulates chloride dependent transport by human KCC2 | 190,000 tested, 2.2% active | AID 1456 | B-score of Tl+ flux slope (higher = more flux/activation; lower = inhibition) at 10 µM | KCC2 cells, thallium flux FluoZin-2 fluorescence;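 active = thallium flux slope and its plate-corrected score both differing from the plate sample mean at a set confidence after two filtering rounds, in either direction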;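 also: slope of fluorescence scaled to starting intensity during 10 to 20 s after thallium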
FXIIa inh 1536 – inhibitors of human coagulation factor XIIa; P00748; purified FXIIa, Boc-QGR-AMC fluorogenic substrate, 2 h; inhibition, % at 5 µM; 220,000 tested, 0.3% active; in the data active = inhibition above about 40%;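 also: 0% = enzyme with no compound and 100% = blank without enzyme; many of its hits are not listed in these tables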
Target sequence (P00748 20-372 limits assumed): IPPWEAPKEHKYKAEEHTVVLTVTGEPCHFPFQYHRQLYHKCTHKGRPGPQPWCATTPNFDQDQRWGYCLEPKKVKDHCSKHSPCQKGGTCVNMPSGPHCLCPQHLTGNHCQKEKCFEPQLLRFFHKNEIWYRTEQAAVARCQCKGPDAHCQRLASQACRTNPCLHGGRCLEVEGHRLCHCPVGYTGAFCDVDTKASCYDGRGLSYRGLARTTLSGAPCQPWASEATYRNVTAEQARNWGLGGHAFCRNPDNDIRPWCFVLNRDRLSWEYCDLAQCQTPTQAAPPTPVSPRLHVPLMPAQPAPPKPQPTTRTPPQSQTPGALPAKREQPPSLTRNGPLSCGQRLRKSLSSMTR
Target sequence (P00748 373-615 limits assumed): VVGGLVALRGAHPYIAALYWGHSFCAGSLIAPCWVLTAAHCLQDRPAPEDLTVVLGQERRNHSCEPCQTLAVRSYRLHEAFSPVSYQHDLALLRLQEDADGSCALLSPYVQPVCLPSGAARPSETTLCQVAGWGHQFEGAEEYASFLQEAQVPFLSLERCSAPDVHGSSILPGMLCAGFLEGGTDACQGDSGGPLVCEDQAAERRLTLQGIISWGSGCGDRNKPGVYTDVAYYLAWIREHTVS
p97 inhibitor – inhibitors of human p97 ATPase; P55072; recombinant p97 ATPase, Kinase-Glo ATP luminescence, 3 h; inhibition, % at 8 µM; 220,000 tested, 0.42% active; in the data active = inhibition above about 15%;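 also: 0% = DMSO vehicle and 100% = wells lacking enzyme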
KLK5 inh – kallikrein 5 (human) inhibition. Q9Y337. recombinant hK5, fluorogenic AMC substrate cleavage. inhibition, % at 5 µM. 210,000 tested, 0.59% active. AID 873;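 active = inhibition of 40% or more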;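 also: 0% = enzyme controls without compound and 100% = no-enzyme blanks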
Target sequence (Q9Y337 67-293 limits assumed): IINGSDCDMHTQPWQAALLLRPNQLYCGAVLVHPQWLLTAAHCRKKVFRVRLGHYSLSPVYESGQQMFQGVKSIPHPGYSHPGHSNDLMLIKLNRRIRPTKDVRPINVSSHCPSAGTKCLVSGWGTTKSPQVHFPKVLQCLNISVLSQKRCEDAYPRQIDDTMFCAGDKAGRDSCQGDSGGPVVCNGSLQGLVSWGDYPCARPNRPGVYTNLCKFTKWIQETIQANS
Thrombin inh – thrombin (human) inhibition; P00734; inhibition, % at 5 µM; alpha-thrombin, Boc-VPR-AMC fluorogenic substrate cleavage; 220,000 tested, 0.26% active;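 active = inhibition at or above 40%; inactive = inhibition below 40%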;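 also: 0% = enzyme with no compound and 100% = wells without enzyme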
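Test system: human alpha-thrombin; medium: pH 7.5 Tris-saline with Tween 20; times: reaction at room temperature; signal: AMC fluorescence at 355 nm excitation and 460 nm emission; also added: Boc-VPR-AMC substrate, 15 µM final; dosing: one concentration per compound, 5 µM, with 0.2% DMSO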
FXIa inh 1536 – inhibitors of human coagulation factor XIa | P03951 | 220,000 tested, 0.14% active | AID 798 | purified FXIa, Boc-Glu-Ala-Arg-AMC fluorogenic substrate | inhibition, % at 5 µM;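 active = inhibition of at least 40%; inactive = inhibition below 40%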;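 also: fluorescence of freed AMC excited at 355 nm; 0% = enzyme without compound and 100% = no enzyme blank; many of its hits are not listed in these tables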
* = called active by the depositor; . = not tested or not shown; [ ] = dose if it differs, or a comment.

SMILES	Wee1 stabilizer	Furin inhibitor	PERK inh	Cl transport mod	FXIIa inh 1536	p97 inhibitor	KLK5 inh	Thrombin inh	FXIa inh 1536
COc1ccc(S(=O)(=O)N(C(C)=O)c2ccc3oc(=O)sc3c2)cc1	-2	-23	0.1	.	13	-1	-3	-1	3
O=C1C2C(C(=O)N1/N=C/c1ccco1)C1C=CC2C12CC2 (stereo not drawn)	-2	-19[20 µM]	-0.5	1.2	6	-5	8	0	-7
COc1cccc(CNCCNC(=O)c2ccco2)c1OC	-1	-6[20 µM]	0.6	0.54	15	-3	5	2	6
Cc1sc2nc(N)sc2c1C	0	-6	0.6	0.099	10	2	63*	-5	1
CCC1(CC)C(=O)N(C)C(=O)NC1=Nc1ccc(OC)cc1	-1	-23[20 µM]	0.8	1.2	16	2	0	5	7
O=C(COc1ccc(Cl)cc1Cl)NC(=O)N1CCOCC1	-2	36*[20 µM]	1.1	-0.0086	5	4	-7	-6	-6
Cc1cccc(-n2c(SCC(=O)N3CC(=O)Nc4ccccc43)nc3ccccc3c2=O)c1	0	-21	-0.3	-0.79	6	6	-29	-5	-2
COc1cc(S(=O)(=O)NCCOC23CC4CC(CC(C4)C2)C3)c(OC)cc1Cl	0	-14	0.6	0.29	2	-1	-4	-1	8
CC1CC(NC(=O)/C(C#N)=C/c2ccc[nH]2)CC(C)(C)C1 (stereo not drawn)	1	5	-0.4	.	12	-1	2	0	5
COc1ccccc1OCc1ccc(C(=O)N(C)C)o1	-2	-9[20 µM]	0.5	0.34	13	-2	8	3	5
O=C(O)c1nn(-c2cccc(Cl)c2)c(=O)cc1O	3	-15	1.2	-0.048	3	2	-7	-4	-5
COc1ccc(S(=O)(=O)N(C)C)cc1NC(=O)Cc1c[nH]c2ccccc12	-4	-7	-0.4	-0.53	25	-5	19	8	29
COCCNC(=S)N/N=C/c1ccc2c(c1)OCCO2	-1	-4	1.2	0.54	5	4	3	-10	-1
O=C(COc1ccc(Cl)cc1)NCCc1ccccn1	-1	-12	-0.4	-1.2	1	-1	-19	2	-6
COc1cccc(N2C(=O)N(c3ccccc3Cl)C3CS(=O)(=O)CC32)c1 (stereo not drawn)	-1	-25[20 µM]	0.3	0.19	-1	0	-2	-7	-3
O=C(NC(=S)N1CCc2ccccc21)c1ccc(Br)o1	-1	-19	0.6	65*	6	2	-1	-8	-5
CC1CCCN(CCCOc2ccc(Br)cc2Cl)C1 (stereo not drawn)	-2	-39	1.1	0.2	12	0	1	0	1
COC(=O)c1ccc(N2C(=O)CC(N3CCOCC3)C2=O)cc1 (stereo not drawn)	0	-20	0.0	.	-29	3	-22	-10	-15
O=C(CN1c2ccccc2Sc2ccccc21)NNC(=S)Nc1ccc(Cl)cc1	-3	3	0.0	0.2	5	-6	-16	1	1
Cc1ccc(C(O)(COC(=O)C(C)C)COC(=O)C(C)C)c(O)c1	7	0	1.2	-0.14	11	-5	4	-3	4

Ordered by length of the SMILES (ascending): part of the list above.
SMILES	Wee1 stabilizer	Furin inhibitor	PERK inh	Cl transport mod	FXIIa inh 1536	p97 inhibitor	KLK5 inh	Thrombin inh	FXIa inh 1536
COc1ccccc1OCc1ccc(C(=O)N(C)C)o1	-2	-9[20 µM]	0.5	0.34	13	-2	8	3	5
O=C(NC(=S)N1CCc2ccccc21)c1ccc(Br)o1	-1	-19	0.6	65*	6	2	-1	-8	-5
CC1CC(NC(=O)/C(C#N)=C/c2ccc[nH]2)CC(C)(C)C1 (stereo not drawn)	1	5	-0.4	.	12	-1	2	0	5
COc1cccc(N2C(=O)N(c3ccccc3Cl)C3CS(=O)(=O)CC32)c1 (stereo not drawn)	-1	-25[20 µM]	0.3	0.19	-1	0	-2	-7	-3
COc1ccc(S(=O)(=O)N(C)C)cc1NC(=O)Cc1c[nH]c2ccccc12	-4	-7	-0.4	-0.53	25	-5	19	8	29

Remaining list, next part
SMILES	Wee1 stabilizer	Furin inhibitor	PERK inh	Cl transport mod	FXIIa inh 1536	p97 inhibitor	KLK5 inh	Thrombin inh	FXIa inh 1536
COc1cc(Cl)cc(C#N)c1OCC(=O)O	-1	-15[20 µM]	0.3	.	13	6	-8	-1	-2
CC1CCN(CCOc2ccc(Cl)c(Cl)c2)CC1	-1	-22	0.5	-0.66	10	6	-8	1	7
CC(C)(C)[C@H]1C=C(C(=O)NC2CC2)O[C@@H](OCc2ccc(CO)cc2)C1	1	-8	0.3	-1.6	2	1	0	-1	-2
COc1ccc(S(=O)(=O)Nc2ccc(F)cc2)cc1N(C)S(=O)(=O)c1ccc(Cl)cc1	-2	8[20 µM]	-0.8	-0.78	12	1	-6	4	1
COc1ccc(CCNC(=O)CSc2nc(N)c3c(C)c(C)oc3n2)cc1OC	-2	-7[20 µM]	-0.6	2.7	-1	-4	10	-3	-4
CC(=O)c1c(C)nc(-c2ccc(OCC(=O)Nc3ccc(F)cc3)cc2)n1O	0	-24	0.9	0.64	1	1	-32	-2	-7
COc1ccc(NC(=O)c2oc3ccccc3c2NC(=O)c2ccco2)c(OC)c1	2	-22	-1.5	.	12	1	-6	3	5
Cc1ccc(-n2cnc3cc(NCc4cccs4)ccc32)cc1	0	-3[20 µM]	-0.7	.	12	-9	-19	0	1
Cc1sc(NC(=O)CSc2nc(O)cc(=O)[nH]2)nc1-c1ccccc1	-1	-27	1.4	0.16	8	1	.	0	0
CCCOc1cccc(C(=O)NC(=S)Nc2ccccc2)c1	0	-27	0.1	3.3	-1	-3	-8	-7	-3
S=C(Sc1ccc(Cl)cc1)Sc1ccc(Cl)cc1	2	2	2.0	-1.1	10	7	8	4	6
Cc1ccc(S(=O)(=O)CCN2CCN(c3ccccn3)CC2)cc1	-2	-26	0.9	-0.22	11	6	6	-2	12
COc1ccc(-c2c(C#N)c(N)nc3sc(C(=O)c4ccccc4)c(N)c23)cc1	0	-22	0.4	-2.5	6	6	-3	-5	0
O=C(CSc1cc(Cl)ccc1Cl)NC1CCCc2ccccc21 (stereo not drawn)	2	-8	1.3	-1.9	9	5	-22	-9	7
Cc1ccc(Cn2ncc(Cl)c(Cl)c2=O)cc1	-1	-3	0.1	-0.98	3	-2	-17	-5	-5
COc1ccccc1N(C)S(=O)(=O)c1ccc(C(=O)OCC(=O)Nc2cc(C)on2)cc1	3	-19	1.7	1.4	4	9	2	-11	-2
CNc1c(N)n(Cc2ccccc2)c(=O)[nH]c1=O	3	-16[20 µM]	1.0	-0.33	10	0	-4	-6	4
O=C(NCc1ccncc1)c1cncc(Br)c1	-1	-11	1.5	1.1	4	8	-3	-14	0
OCCCCNCc1cc(Br)ccc1OCc1ccccc1F	0	-29	0.4	0.53	6	-3	12	2	-1
CCCOc1ccc(C2C(=O)N(C3CCCCC3)CC(=O)N2CCCOCC)cc1OC (stereo not drawn)	1	-8	-1.5	.	4	-4	-4	-7	5
COc1cc(C(=O)N2CCN(c3ncnc4sc(C)c(C)c34)CC2)cc(OC)c1OC	-4	-16	-0.8	-1.1	0	2	-19	-8	1
CN1C(=O)CC(N2CCN(Cc3ccc(Cl)cc3)CC2)C1=O (stereo not drawn)	1	-7[20 µM]	0.6	0.097	10	1	-14	0	2
COC(=O)[C@@H]1C[C@]2(OC(=O)c3ccccc3)C=CC(=O)C[C@@H]2N1C(=O)OCc1ccccc1	-1	-21	-0.6	0.1	16	6	-8	4	4
CC(NC(=O)CSc1nc2ccccc2c(=O)[nH]1)c1ccccc1 (stereo not drawn)	2	-14[20 µM]	0.0	0.66	2	9	-21	2	8
CC(=O)Nc1ccc(S(=O)(=O)Nc2nc(-c3ccc(C(C)(C)C)cc3)cs2)cc1	4	-15	0.1	1.4	7	5	-8	-9	6
CCOC(=O)c1c(NC(=O)COC(=O)Cn2cnc3ccccc32)sc(C)c1C	0	-22	-0.7	-0.79	-5	0	10	-4	4
CCOC(=O)C1=C(O)C(=O)N(CCCn2ccnc2)C1c1ccc(OC)cc1 (stereo not drawn)	0	-11	0.6	1.5	8	-2	-12	-14	1
Cc1ccc(CN(C(=O)Cn2nnc3ccccc32)C(C(=O)NCc2ccco2)c2ccc(C)o2)cc1 (stereo not drawn)	3	-17[20 µM]	0.1	0.043	13	6	-6	-1	5
CCOC(=O)C1CCN(C(=O)c2cc3cc4cc(OC)ccc4nc3o2)CC1	-1	-8	-1.1	-0.23	12	0	3	-1	5
CCOC(=O)c1c(C)[nH]c(C(=O)COC(=O)C23CC4CC(CC(Cl)(C4)C2)C3)c1C	3	-21[20 µM]	-0.1	0.09	8	-1	-3	1	1
O=C(CC(c1ccccc1)c1ccccc1O)NCCN1CCOCC1 (stereo not drawn)	-2	-16	0.2	-0.44	12	0	-11	0	-7
CN1C(=O)c2ccc(NC(=O)c3ccc(N4CCCCC4)c([N+](=O)[O-])c3)cc2C1=O	1	-12	1.3	-1.4	12	5	1	-11	8
Cc1ccc2ncnc(Oc3ncccc3[N+](=O)[O-])c2c1	-1	0	0.1	.	7	9	1	-2	6
CNC(=S)NNC(=O)c1sccc1OCc1ccccc1	4	-18[20 µM]	0.7	.	10	2	-9	-1	-2
CC1(C)CC(NCc2ccc3c(c2)OCO3)CCO1 (stereo not drawn)	1	-14[20 µM]	-0.1	-0.13	-15	-1	-4	-1	-17
Cc1ccc(CNc2nc(-c3cccs3)nc3ccccc23)cc1	-2	-18	-0.3	1.5	15	5	-21	0	11
CC(=O)Nc1nonc1NC(=O)CSc1nc2ccccc2o1	2	-2	0.8	-0.38	5	2	-42	-5	-3
COC(=O)Nc1ccc(S(=O)(=O)Nc2cccc3ccccc23)cc1	0	-20[20 µM]	0.4	-0.022	17	3	-20	5	6
O=C1CCC(c2ccccc2)=NN1	-2	-28	1.9	0.33	6	7	-1	-11	1
CCn1c2ccccc2c2cc(N=C3SC(CC(=O)Nc4ccccc4OC)C(=O)N3CCOC)ccc21 (stereo not drawn)	-1	-22	0.4	-0.32	8	3	-7	-4	4
O=C(NN=C1CCCCC1)c1cc(-c2ccccc2)n[nH]1	1	-7	1.0	0.043	10	8	0	2	7
CCOC(=O)c1ccccc1NC(=O)Cn1cnc2c(nnn2-c2ccc(C)cc2)c1=O	0	-13	0.2	0.48	3	1	-3	-6	-7
O=C(Cn1nnc(-c2ccc(Cl)cc2)n1)NCc1ccco1	0	-35	0.1	-0.38	10	2	.	1	1
O=C(c1ccccc1)c1c[nH]c2cc3c(cc2c1=O)OCCO3	5	-14[20 µM]	0.0	-0.97	14	-1	-6	5	-2
CCOC(=O)C(C(=O)NCC1CCCO1)C1CCCCC1 (stereo not drawn)	-1	28*[20 µM]	0.4	-0.21	11	5	-6	-1	3
Cc1ccc(Cn2ccc(NC(=O)c3c(-c4ccccc4Cl)noc3C)n2)cc1	0	-6[20 µM]	-0.5	-0.038	12	-1	-18	2	-8
C/C(=N\n1cnnc1)c1ccccc1	-1	-21	1.2	0.22	0	6	-2	14	-3
COc1ccc(Cn2nc(C)cc2C)cc1OC	-2	-20	-0.2	0.0037	11	3	-22	8	7
O=C(Nc1ccc2c(c1)OCO2)c1ccc2nc[nH]c2c1	2	-17[20 µM]	0.2	.	-21	0	0	13	-5
COC(=O)c1ccc(CSc2nnc(NCc3ccccc3)s2)o1	-1	-20	0.5	.	-11	3	-3	-7	-10
CN(c1ccccc1C(=O)Nc1cccc([N+](=O)[O-])c1)S(C)(=O)=O	-1	-7	-0.4	0.83	0	1	-22	-5	-1
CCCCOc1ccc(-c2ncc(C(=O)OCC)c(N)n2)cc1	4	-6[20 µM]	1.2	.	4	-2	-14	-4	-5
COC(=O)CSc1nnc(C2COc3ccccc3O2)n1-c1ccccc1 (stereo not drawn)	1	-14[20 µM]	-0.3	1.3	5	0	4	1	3
CC[n+]1c(C)sc2c(C)cc(C)cc21	-1	-23[20 µM]	0.2	.	14	-1	-18	-2	2
